MEKK3 PB1 HTS = MEKK3-MEK5 PB1 interaction, increase or decrease; Q99759; bead-based flow cytometry, Alexa488-MEK5 binding to MEKK3; actives lie on both sides; 0 = blocked by unlabeled MEK5, 100 = vehicle; binding response (% of control), % at 10 µM; 1.4% of 290,000 active; AID 1529;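 active = binding response more than 3 SD above or below the average of its plate-row segment, actives on both sides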;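 also: Alexa488 bead fluorescence after subtracting the streptavidin-only scavenger bead signal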
Target sequence (Q99759 whole entry, looked up): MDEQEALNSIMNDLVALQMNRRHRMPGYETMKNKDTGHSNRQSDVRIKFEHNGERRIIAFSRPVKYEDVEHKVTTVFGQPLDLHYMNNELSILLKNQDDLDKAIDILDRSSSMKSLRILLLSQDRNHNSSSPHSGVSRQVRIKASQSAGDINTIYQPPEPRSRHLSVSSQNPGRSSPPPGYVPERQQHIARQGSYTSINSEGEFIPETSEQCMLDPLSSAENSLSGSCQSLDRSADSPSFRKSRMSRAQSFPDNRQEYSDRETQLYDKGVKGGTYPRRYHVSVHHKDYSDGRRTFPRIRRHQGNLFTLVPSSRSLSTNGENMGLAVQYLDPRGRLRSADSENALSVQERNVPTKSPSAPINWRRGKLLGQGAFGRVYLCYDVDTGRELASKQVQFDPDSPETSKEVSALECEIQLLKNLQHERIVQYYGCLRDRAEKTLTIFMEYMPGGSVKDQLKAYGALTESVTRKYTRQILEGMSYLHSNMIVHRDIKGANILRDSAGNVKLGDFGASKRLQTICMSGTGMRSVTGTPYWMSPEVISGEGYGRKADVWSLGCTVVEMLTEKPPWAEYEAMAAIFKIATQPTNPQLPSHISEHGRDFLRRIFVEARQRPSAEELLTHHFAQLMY
MEKK2mut PB1 HTS = signal of MEK5 binding to mutant human MEKK2 PB1 domain; bead flow cytometry, Alexa488-MEK5 binding to MEKK2 mutant; percent response, % at 10 µM; 0.35% of 290,000 active; AID 1530; in the data active = percent response above about 24%, passing the limit was not always enough; also: inactives centre near 1; some results filed as inactive read as strong as hits
CRFR2-BP ag = CRF-BP/CRF-R2 complex agonism; HEK293 CRF-R2/CRF-BP, calcium dye fluorescence (FLIPR); percent of saturating CRF peptide response; activation, % at 13.2 µM; 0.46% of 350,000 active;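 active = activation of at least 50%, plus an integration ratio under a set limit after plate pattern correction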;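 also: plate controls were neutral control wells without compound for no effect and CRF at EC100 for full effect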
HCV NS3 hel inh = HCV NS3 helicase inhibition; NS3 helicase DNA unwinding, Cy5 molecular beacon fluorescence; inhibition, % at 10.9 µM; 0.56% of 290,000 active; AID 1800;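 active = inhibition above the mean of all tested compounds plus 3 SD, set per campaign, cut at about 35% in these data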;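 also: 0% = DMSO wells and 100% = thioflavine S control wells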
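Compound dosing – single dose, 10.9 µM nominal final, DMSO 0.8% final · System – NS3 helicase fragment of HCV · Buffer or medium – MOPS pH 6.5, MgCl2, DTT, Tween20, BSA · Signal – Cy5 beacon fluorescence read at start and 1 h · Also added – annealed dual-labelled DNA beacon duplex, ATP-started · Schedule – 1 h at 25 °C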
CRFBP-R2 block = antagonists of CRF-binding protein/CRF-R2 receptor complex; HEK293 CRF-R2/CRF-BP, CRF-induced calcium fluorescence; inhibition, % at 11.8 µM; 0.59% of 350,000 active; AID 588475;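 active = inhibition of the ligand-induced calcium signal above about 50% at the single tested concentration, limit read from the data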
DNA FID counter = counter-screen for HCV NS3 helicase inhibitors: DNA intercalator displacement | DNA fluorescent intercalator displacement, fluorescence | inhibition, % at 7.9 µM | 0.17% of 290,000 active; in the data active = inhibition above about 37%;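 also: 0% = vehicle and 100% = reference compound; higher means more ethidium bromide displaced from hairpin DNA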
MEKK2 WT-MEK5 = raises or lowers MEK5 binding to wildtype human MEKK2 PB1 domain; Q9Y2U5; bead flow cytometry, Alexa488-MEK5 binding to MEKK2 WT; actives lie on both sides; binding response (% of control), % at 10 µM; 1.1% of 290,000 active; in the data active = binding response below about 67% or above about 130%
GalR3 antag = antagonists of human GalR3 | O60755 | inhibition, % at 3 µM | AID 651719 | HEK293 GalR3-CNG cAMP membrane potential fluorescence; galR3 body fused to GalR1 C-terminus | 0.44% of 360,000 active;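 active = inhibition above the screen-wide average plus 3 SD, cut at about 13% in these data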;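 also: forskolin and galanin both at EC90 stimulate the cells; cAMP rise reported by CNG channel membrane potential dye signal; 0% = forskolin plus galanin with DMSO and 100% = forskolin alone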
UBC9 SUMO inh = blocks human SUMOylation mediated by UBC9; HTRF SUMOylation assay, SAE1/SAE2 + UBC9, in vitro; 0.36% of 290,000 active; P63279; inhibition, % at 35 µM; in the data active = inhibition above about 50%, passing the limit was not always enough; also: strong numbers were not always called active
Target sequence (P63279 whole entry, looked up): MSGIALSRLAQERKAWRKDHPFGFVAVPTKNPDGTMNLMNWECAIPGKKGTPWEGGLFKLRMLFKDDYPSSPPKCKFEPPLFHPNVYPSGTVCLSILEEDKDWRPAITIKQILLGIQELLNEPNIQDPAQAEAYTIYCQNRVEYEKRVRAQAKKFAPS
Starred values were filed as active, the others as inactive; x = no result given.

Start of the data: the first two compounds (preview)
SMILES	MEKK3 PB1 HTS	MEKK2mut PB1 HTS	CRFR2-BP ag	HCV NS3 hel inh	CRFBP-R2 block	DNA FID counter	MEKK2 WT-MEK5	GalR3 antag	UBC9 SUMO inh
Cc1n[nH]c(=S)n1-c1ccccc1	89	-16	2.7	8	1	1	93	-1	14
COc1ccc(-n2nc(C(=O)NCC(=O)N3CCN(c4ccccc4F)CC3)c3ccccc3c2=O)cc1OC	99	-7	0.6	4	4	-44	91	-10	8

The whole of this part (from the top)
SMILES	MEKK3 PB1 HTS	MEKK2mut PB1 HTS	CRFR2-BP ag	HCV NS3 hel inh	CRFBP-R2 block	DNA FID counter	MEKK2 WT-MEK5	GalR3 antag	UBC9 SUMO inh
Cc1n[nH]c(=S)n1-c1ccccc1	89	-16	2.7	8	1	1	93	-1	14
COc1ccc(-n2nc(C(=O)NCC(=O)N3CCN(c4ccccc4F)CC3)c3ccccc3c2=O)cc1OC	99	-7	0.6	4	4	-44	91	-10	8
CNC(=O)COC(=O)/C=C/c1cccc(F)c1	94	-12	-0.9	4	10	-1	85	6	4
O=C1C2C3C=CC(C3)C2C(=O)N1Cc1ccccc1 (centres undefined)	101	0	-1.9	7	-33	-4	97	-4	2
O=C1CC(=C(c2ccccc2)c2ccccc2)C(=O)N1CCCN1CCN(c2cccc(Cl)c2)CC1	112	19	1.0	-19	12	-3	120	-8	-22
CCOC(=O)c1ccc(NC(=O)c2cc(S(=O)(=O)N3CCOCC3)cn2C)cc1	102	4	5.5	10	-13	-40	103	x	-13
COc1ccc(S(=O)(=O)N2CCC(C(=O)NC3CC(C)(C)NC(C)(C)C3)CC2)cc1	101	8	1.4	1	-8	5	102	-1	x
CCC(C(=O)NCCCN(CC)Cc1ccccc1)n1nc(C)c2sc3ccccc3c2c1=O (centres undefined)	103	5	-0.1	-24	-17	30	123	0	-1
Cc1onc(-c2ccccc2)c1C(=O)N1CCN(C/C=C/c2ccccc2)CC1	95	2	0.3	-8	-14	-18	97	4	-4
OCCCNCc1ccc(Cl)cc1Cl	91	-4	-2.9	-5	-14	5	99	2	-3
O=C(O)CCCn1c(O)c(C=C2N=c3ccccc3=N2)sc1=S	81	-8	1.0	8	11	-20	77	-5	-8
Cc1ccc(N2CC(C(=O)Nc3nccs3)CC2=O)cc1 (centres undefined)	103	5	0.1	5	-4	-7	103	-5	-5
CC1CCC(NC(=O)CCn2ccc3cc(S(=O)(=O)N4CCCC4)ccc32)CC1 (centres undefined)	102	-3	-2.9	-11	-26	-21	99	1	6
CNC(=O)NC(=O)C(OC(=O)c1cccc(S(=O)(=O)N2CCCCC2)c1)c1ccccc1 (centres undefined)	97	0	-4.1	-13	-6	-8	100	-5	13
COc1ccc(/C=C(\C#N)C(=O)N2COCC2(C)C)cc1	100	2	-1.0	11	-8	-6	107	-15	0
Cc1cc(C(=O)NC(Cc2ccccc2)C(=O)O)c(C)o1 (centres undefined)	101	2	3.0	9	-16	-1	103	-2	22
Cc1cc(C)nc(SC(C)C(=O)N/N=C/c2cccs2)n1 (centres undefined)	110	7	-0.5	3	3	-7	107	-4	-21
CN(C)S(=O)(=O)c1ccc(C(=O)N2CC(=O)Nc3ccc(F)cc3C2c2ccc(F)cc2)cc1 (centres undefined)	104	5	4.2	-8	-15	-28	102	-9	-4
Clc1ccc2c(NCc3ccccc3)ccnc2c1	100	6	-0.3	-12	-6	-5	111	-9	14
O=C(c1ccccc1)c1cn[nH]c1-c1ccccc1O	92	-1	-1.2	19	14	-1	98	-7	7
CCCCNC(=O)COC(=O)c1c2c(nc3ccccc13)CCC2	100	0	-0.6	12	5	-23	102	-9	15
CS(=O)(=O)N(CC(O)Cn1c2ccccc2c2ccccc21)c1ccccc1 (centres undefined)	100	-5	-0.6	-31	-8	-21	97	-4	-32
O=C(Nc1cccc(C(F)(F)F)c1)c1cc(-c2ccco2)on1	103	5	5.5	1	-12	-8	106	-10	-6
O=C(O)CCCNS(=O)(=O)c1ccc2ccccc2c1	103	1	7.6	10	32	-13	105	-5	20
CCOC(=O)c1cnn(-c2cc(Oc3ccccc3C)ncn2)c1N	100	5	0.9	1	6	-3	100	1	-10

Pulled by structure from above (four):
SMILES	MEKK3 PB1 HTS	MEKK2mut PB1 HTS	CRFR2-BP ag	HCV NS3 hel inh	CRFBP-R2 block	DNA FID counter	MEKK2 WT-MEK5	GalR3 antag	UBC9 SUMO inh
Cc1onc(-c2ccccc2)c1C(=O)N1CCN(C/C=C/c2ccccc2)CC1	95	2	0.3	-8	-14	-18	97	4	-4
Cc1cc(C)nc(SC(C)C(=O)N/N=C/c2cccs2)n1 (centres undefined)	110	7	-0.5	3	3	-7	107	-4	-21
OCCCNCc1ccc(Cl)cc1Cl	91	-4	-2.9	-5	-14	5	99	2	-3
CCOC(=O)c1cnn(-c2cc(Oc3ccccc3C)ncn2)c1N	100	5	0.9	1	6	-3	100	1	-10

(continued)
SMILES	MEKK3 PB1 HTS	MEKK2mut PB1 HTS	CRFR2-BP ag	HCV NS3 hel inh	CRFBP-R2 block	DNA FID counter	MEKK2 WT-MEK5	GalR3 antag	UBC9 SUMO inh
O=C(/C=C/c1ccco1)Nc1cc(Cl)ccc1C(=O)O	94	0	-2.4	20	8	-8	96	-5	43
CCCOc1ccccc1C(=O)NC(CO)C(=O)O (centres undefined)	101	0	-1.2	-2	-8	3	104	-6	-10
CS(=O)(=O)N1CCN(c2nc(-c3ccccc3)cs2)CC1	107	6	-0.5	-5	1	-11	104	-4	13
Cc1cc(C)n(-c2nc3ccccc3nc2N2CCCC2)n1	102	2	1.3	-3	-17	-11	97	-5	23
Cc1ccc(-n2ccnc2SCC(=O)O)c(C)c1	96	-2	-0.1	0	3	2	94	0	14
CCOC(=O)C(C)Oc1ccsc1C(=O)OC (centres undefined)	87	-12	-2.4	0	-24	-5	91	-6	-4
O=C(CCc1nnc(Cc2ccc(-c3ccccc3)cc2)o1)NCCc1ccccn1	95	-10	0.9	-2	11	-22	91	-3	16
COc1ccccc1OCCSc1nc2ccc([N+](=O)[O-])cc2s1	104	2	1.2	-8	30	-3	107	-2	-6
CCOc1ccc(NC(=O)CN2C(=O)CSC(C)C2=O)cc1 (centres undefined)	98	-2	-0.3	5	1	-4	99	0	-22
Cc1ccc(N2C(=O)C(F)(F)C2c2ccccc2)cc1 (centres undefined)	97	-9	1.4	7	3	-6	92	-9	-12
COC(=O)c1ccc(CSc2nnc(C)n2N)o1	102	0	0.7	-6	5	-1	104	0	-26
COc1cccc(C(=O)Nc2cc(C(F)(F)F)ccc2Cl)c1	111	2	0.8	-1	2	-5	103	0	-11
COc1ccc(Cc2nc(-c3cccs3)no2)cc1	83	-17	6.9	-6	8	-2	77	3	11
O=C(Nc1cccc(-c2cnc3ccccc3n2)c1)c1ccncc1	98	-4	-4.1	-8	-14	-3	97	-5	-3
Cc1ccc2nc(NCCCN3CCOCC3)c(C=NCCCN3CCOCC3)c(=O)n2c1	106	4	-1.1	1	-1	0	107	0	5
CC(c1ccccc1)n1c(S(=O)(=O)O)nc2ccccc21 (centres undefined)	99	-2	-0.3	4	-8	-14	101	-4	-2
CC(C)c1ccc(S(=O)(=O)N2CCN(C(=O)C3CCN(C(=O)c4ccc(F)cc4)CC3)CC2)cc1	98	6	3.0	-3	-4	-57	99	-3	3
O=C(NC1CCCc2ccccc21)c1cc(Cl)ccn1 (centres undefined)	103	-4	-0.7	-3	14	-20	96	-10	4
CC(C)c1ccc(NC(=O)CNC(=O)Cn2ccc3ccccc3c2=O)cc1	103	-1	5.2	5	3	-7	106	-7	4
N#Cc1c(-c2ccc(Br)cc2)cc(-c2cccnc2)nc1N	94	-2	6.6	0	8	-7	95	-1	0
O=c1c2cc(Br)ccc2[nH]c(=S)n1Cc1cccnc1	x	x	2.4	-3	2	-1	x	-3	-5
O=C(N/N=C/c1ccc2cccnc2c1)c1ccco1	101	9	5.0	10	18	-4	108	-6	5
Cc1cc(C)n2nc(SCC(=O)N3CCc4ccccc43)nc2n1	114	1	-4.4	-5	-7	2	102	-2	16
Cc1ccccc1-n1c(SCC(=O)c2cc(C)n(C)c2C)nnc1-c1cccnc1	104	3	0.2	0	16	-30	99	x	5
CCN(C(=O)CSc1nnc(-c2ccccc2)n1C)C1CCS(=O)(=O)C1 (centres undefined)	100	-2	-1.0	6	8	-2	99	-8	-1

Complete entries as entered above.
O=C(/C=C/c1ccco1)Nc1cc(Cl)ccc1C(=O)O in the list: MEKK3 PB1 HTS = 94; MEKK2mut PB1 HTS = 0; CRFR2-BP ag = -2.4; HCV NS3 hel inh = 20; CRFBP-R2 block = 8; DNA FID counter = -8; MEKK2 WT-MEK5 = 96; GalR3 antag = -5; UBC9 SUMO inh = 43
O=C(N/N=C/c1ccc2cccnc2c1)c1ccco1 in the list: MEKK3 PB1 HTS = 101; MEKK2mut PB1 HTS = 9; CRFR2-BP ag = 5.0; HCV NS3 hel inh = 10; CRFBP-R2 block = 18; DNA FID counter = -4; MEKK2 WT-MEK5 = 108; GalR3 antag = -6; UBC9 SUMO inh = 5
Cc1ccc(-n2ccnc2SCC(=O)O)c(C)c1 in the list: MEKK3 PB1 HTS = 96; MEKK2mut PB1 HTS = -2; CRFR2-BP ag = -0.1; HCV NS3 hel inh = 0; CRFBP-R2 block = 3; DNA FID counter = 2; MEKK2 WT-MEK5 = 94; GalR3 antag = 0; UBC9 SUMO inh = 14

Carrying on:
SMILES	MEKK3 PB1 HTS	MEKK2mut PB1 HTS	CRFR2-BP ag	HCV NS3 hel inh	CRFBP-R2 block	DNA FID counter	MEKK2 WT-MEK5	GalR3 antag	UBC9 SUMO inh
CC1C(=O)CCCCCCCCCC2C1(N1CCOCC1)CS2(=O)=O (centres undefined)	94	2	2.9	-5	5	-18	95	0	-6
COC(=O)c1ccc(Sc2ccc(F)cc2)c(N)c1	104	3	-2.3	-10	40	-7	102	x	16
O=C(CCn1nc(-c2ccccc2)c2ccccc2c1=O)N1CCN(c2ccccc2)CC1	102	2	-1.7	2	11	-22	101	-1	16
COc1ccccc1N1CCN(C(=O)CSc2nc(N)cc(=O)[nH]2)CC1	101	4	0.6	-2	26	1	102	-9	9
CC(=O)OCCSc1c(-c2ccccc2)c2cc(Cl)ccc2[nH]c1=O	97	9	3.1	-1	-41	-26	110	-3	9
CCOC(=O)c1sc(NC(=O)c2ccccc2)cc1C	100	-1	-1.6	-5	12	-3	101	-7	-9
CNC(=S)N1CCC(NC(=O)C23CC4CC(CC(C4)C2)C3)CC1	99	-10	-0.4	0	-8	-5	90	-3	0
CCC(C)(C)NC(=O)C(c1ccc(OC)cc1)N(C(=O)CCC(=O)Nc1cc(C)on1)c1cc(OC)ccc1OC (centres undefined)	103	3	0.9	-10	7	-47	101	-7	3
O=C(CSc1nc2ccc(Cl)cc2[nH]1)NCCc1ccc(Cl)cc1	96	0	0.5	-12	-18	-13	97	-3	2
O=C(CSc1nnc(-c2cccnc2)n1Cc1ccccc1)NCc1ccco1	107	9	-1.2	2	5	-25	107	0	14
N#C/C(=C/c1ccc(F)cc1)c1nnc(NC(=O)c2ccccc2)s1	109	2	12	-15	-6	4	108	-3	35

Bioassay records: PubChem, several laboratories

The list is partial; count on the stated rates, not on these rows.
